Screens from PubChem BioAssay.
All columns: NCI-60 one-dose screen, growth in % after 48 h at 10 µM unless noted; 100 = growth as untreated, 0 = no growth, -100 = all killed.
TK-10: TK-10 renal cancer cells; AID 1794769; actives 3.9% (n = 81,000)
786-0: 786-0 renal cancer cells; actives 5.1% (n = 81,000); AID 1794775
RXF 393: RXF 393 renal cancer cells; actives 6.9% (n = 77,000)
U251: U251 CNS tumor cells | actives 5.4% (n = 80,000) | AID 1794753
UO-31: UO-31 renal cancer; actives 5.2% (n = 81,000)
SN12C: SN12C renal cancer cells. actives 3.8% (n = 81,000)
ACHN: ACHN renal cancer. actives 4.9% (n = 81,000). AID 1794771
CAKI-1: CAKI-1 renal cancer; actives 4.7% (n = 75,000); AID 1794772
A498: A498 renal cancer cells | actives 5.4% (n = 76,000) | AID 1794774
Active calls of the source: *; . = no result given; & = joins results of further samples. The calls were made as follows: active = growth percent below 10; inactive = the rest. Not all compounds are listed. The share of hits here may be higher or lower than overall.

SMILES	TK-10	786-0	RXF 393	U251	UO-31	SN12C	ACHN	CAKI-1	A498
CCCC1OP(=O)(N2CC(C)N(P3(=O)OCC(CC)C(CCC)O3)CC2C)OCC1CC (configuration not stated)	101	108	76	100	110	114	101	110	104
COc1cc([C@@H]2c3cc4c(cc3[C@H](OC(C)=O)[C@H]3COC(=O)[C@H]23)OCO4)cc(OC)c1OC	66	21	55	19	44	32	29	.	-7.6*
CC(C)OC(=O)[C@H](C)NP(=O)(Oc1cccc2ccccc12)C1CCCN(O)C1=O (some centres not stated)	73	93	66	72	51	81	39	.	.
COC(=O)[C@@H](Cc1ccc(O)cc1)NC(=O)C(=O)c1cn(Cc2cn(Cc3ccccc3)nn2)c2ccccc12	104	98	104	111	72	102	95	.	112
COc1ccccc1/C=C/[N+](=O)[O-]	73	93	1.4*	50	62	83	55	71	109
C/C=C\C(=O)O[C@@H]1CC2O[C@@H]3C=C(C)C(=O)C[C@]3(C)[C@]1(C)[C@]21CO1	-19*	-20*	-32*	-11*	-12*	-6.1*	-29*	.	-30*
CC(=O)C1(c2ccccc2)CCNCC1	107	101	102	95	92	98	102	104	110
CC(Cc1ccc(O)cc1)NCc1ccccc1 (configuration not stated)	94	100	96	102	89	104	105	93	87
NC(Cc1ccc2c(c1)OCO2)c1ccc2c(c1)OCO2 (configuration not stated)	105	99	.	107	100	94	108	95	92
CCCCCN(CCCCC)CC(O)c1cc(C)ccc1Cl (configuration not stated)	96	103	.	89	66	72	72	94	94
NCC(=O)c1ccc(O)c(O)c1	84	104	.	95	78	94	90	.	114
O=C1C=Cc2ccc3c4c(ccc1c24)C=CC3=O	142	120	118	99	83	110	100	94	108
S=P(NCCNP(=S)(N1CC1)N1CC1)(N1CC1)N1CC1	104&117	94&94	115&113	72&77	76&73	69&61	72&59	38&25	102
CCOP(=O)(CC(F)(F)C(F)(F)F)OCC	17	15	.	74	25	62	-23*	2.6*	126
CN[C@]1(c2ccccc2Cl)CCCC[C@@H]1NCCCc1ccccc1	104	94	101	89	62	94	100	80	.
O=Cc1cn(Cc2ccc(Cl)cc2)c2ccccc12	0.2*	94	.	75	61	90	92	-21*	-90*
Cc1ccc(O)c(CN2CCC3CCC(C3)C2)c1 (configuration not stated)	106&104	102&101	113&124	103&104	80&79	100&97	108&107	98&105	89&103
Nc1ccc(C(F)(F)F)cc1	112	97	112	112	104	112	107	104	101
O=P(CO)(CO)CO	93	97	122	103	99	.	103	101	93
CCC(N)C(O)c1ccccc1 (configuration not stated)	109	103	112	.	106	109	103	102	110
CC1(C)CC(=O)CC(C)(C)N1O	134	103	114	113	114	100	109	107	140
CN1CCc2cc3c(cc2[C@H]1[C@@H]1OC(=O)c2c1ccc1c2OCO1)OCO3	95	96	108	105	94	.	103	100	95
CNC(Cc1ccc(C)cc1)c1ccc(OC)cc1 (configuration not stated)	96	81	105	101	91	92	106	.	108
COc1cc2c(cc1OC)[C@H]1CCCN1CC2	103	102	99	102	88	99	99	86	76
CC(=O)N(c1ccccc1)c1nc(-c2ccccc2)c[se]1	66	92	.	89	51	91	86	63	63
COc1ccc(CC(C)=O)cc1	95&84	105&97	114&107	109&96	91&86	101&102	108&104	92	98&95
S=P(N1CCCCCC1)(N1CC1)N1CC1	99	103	124	106	104	96	104	96	107
Cc1cc(CCl)c(C)cc1CCl	37	37	93	40	34	31	.	5.8*	85
O=[N+]([O-])c1ccc([As](=O)(O)O)cc1	105&96	104&108	115&109	101&104	98&86	103&93	105&116	93&98	95
C=CCn1cc(C=C2C(=O)N(C)C(=O)N(C)C2=O)c2ccccc21	120	101	90	98	78	102	99	90	-91*
Cc1cc(OC(=O)N(C)C)c(Cl)cc1Cl	96	89	97	111	78	96	105	106	105
Cc1ncc([N+](=O)[O-])n1CCOC(N)=O	102	100	.	101	88	114	98	98	94
N#Cc1c([N+](=O)[O-])no[n+]1[O-]	104	102	107	97	94	105	110	98	104
S=C1Nc2ccccc2Sc2ccccc21	93	93	102	95	84	98	97	.	84
Cc1cc(C)c(CCl)cc1CCl	115	100	96	97	91	91	93	92	103
ClCCN(CCCl)c1ccc(CCNc2ccnc3cc(Cl)ccc23)cc1	85	86	95	88	72	80	77	75	.
NC(=NCCCCCCN/C(N)=N/[N+](=O)[O-])N[N+](=O)[O-]	100	104	110	108	88	95	104	89	121
Clc1cccc(C2COOC3(CCCCCC3)OOC3(CCCCCC3)OOC2)c1	102	93	109	102	106	110	109	94	97
N=Cc1c(O)n(-c2ccccc2)c(=O)n(-c2ccccc2)c1=O	127	95	88	104	76	99	100	111	90
CN1C[C@H](C(=O)N[C@]2(C)O[C@@]3(O)[C@@H]4CCCN4C(=O)[C@H](Cc4ccccc4)N3C2=O)[C@H]2C[C@]23c2cccc4[nH]cc(c24)C[C@@H]13	114	101	110	101	71	102	103	88	77
C/C(=C/c1c[nH]c2ccccc12)[N+](=O)[O-]	106	85	86	70	54	80	78	.	105
C=Cc1c(C)c(O)cc2c1CC[C@@H]1C(C)(C)[C@H](O)CC[C@@]21C	.	101	110	99	90	98	98	.	115
COc1ccc(C(=O)c2cc(OC)c(OC)c(OC)c2)cc1OC(C)=O	75	26	49	6.5*	40	30	37	.	50
COC1CC(CC2CCC(C)C(C(C)C(=O)O)O2)OC2(OC(C)(C3CCC(C)(C4OC(C5OC(O)(CO)C(C)CC5C)CC4C)O3)CC2C)C1C (configuration not stated)	4.3*	6.7*	28	3.0*	13	17	16	8.8*	-69*
CC(C)c1c(CN(C)C(C)Cc2ccccc2)n(C)n(-c2ccccc2)c1=O (configuration not stated)	.	70	74	72	53	78	71	46	79
CCC1([N+](=O)[O-])COP(N)(=O)OC1 (configuration not stated)	115	100	115	105	104	103	112	113	97
O=c1oc2cc(Cl)ccc2n1SC(Cl)(Cl)Cl	98	91	105	101	97	105	109	.	121
CSc1nc(N)c(N=Nc2ccc([As](=O)(O)O)cc2)c(=O)[nH]1	129	101	143	103	99	101	104	.	112
O=C(Nc1cccc(S(=O)(=O)F)c1)Oc1ccc([N+](=O)[O-])cc1	86	104	99	102	88	98	84	99	102
CCOC(=O)CCOc1ccccc1N(CCCl)CCCl	102	105	116	102	89	99	.	.	90
CCN1CCC[C@]2(C)[C@H]3CC[C@@]4(C)[C@@H](CC[C@]4(C)O)[C@@H]3CC[C@@H]12	93	96	109	99	77	95	102	97	90
COC(=O)C1=C(Nc2ccccc2)C(=O)OC12C(=O)Nc1ccc(Br)cc12 (configuration not stated)	141	110	134	103	79	108	103	88	129
CS(=O)CCCCN=C=S (configuration not stated)	95	89	92	96	77	81	99	82	104
S=P1(Oc2ccccc2)Nc2ccccc2N1	113	103	111	101	76	100	108	102	109
[N-]=[N+]=NS(=O)(=O)c1ccccc1[N+](=O)[O-]	117	101	105	99	90	104	107	104	94
CC1(C)NC(=S)C(C)(C)N1N=O	113&97	95	97&110	100&96	87&90	100&101	112&108	101&109	94&115
CC[N+](CC)(CC)CCBr	100	107	107	98	93	99	96	100	109
COc1cc2c(cc1OC)C13CCN4CC5=CCOC6CC(=O)N2C1C6C5CC43 (configuration not stated) (tested in a mixture with another compound)	115	111	110	102	101	107	98	.	95
C=CC(C#N)OC(C)=O (configuration not stated)	97	98	108	94	87	106	93	.	100
CCCCn1cc(C(=O)C2C(C)(C)C2(C)C)c2ccccc21	126	100	98	99	87	103	111	.	118

In the list so far, 3 contain fluorine.
SMILES	TK-10	786-0	RXF 393	U251	UO-31	SN12C	ACHN	CAKI-1	A498
CCOP(=O)(CC(F)(F)C(F)(F)F)OCC	17	15	.	74	25	62	-23*	2.6*	126
Nc1ccc(C(F)(F)F)cc1	112	97	112	112	104	112	107	104	101
O=C(Nc1cccc(S(=O)(=O)F)c1)Oc1ccc([N+](=O)[O-])cc1	86	104	99	102	88	98	84	99	102

Returning to the listing, repeating the six entries before the break.
SMILES	TK-10	786-0	RXF 393	U251	UO-31	SN12C	ACHN	CAKI-1	A498
[N-]=[N+]=NS(=O)(=O)c1ccccc1[N+](=O)[O-]	117	101	105	99	90	104	107	104	94
CC1(C)NC(=S)C(C)(C)N1N=O	113&97	95	97&110	100&96	87&90	100&101	112&108	101&109	94&115
CC[N+](CC)(CC)CCBr	100	107	107	98	93	99	96	100	109
COc1cc2c(cc1OC)C13CCN4CC5=CCOC6CC(=O)N2C1C6C5CC43 (configuration not stated) (tested in a mixture with another compound)	115	111	110	102	101	107	98	.	95
C=CC(C#N)OC(C)=O (configuration not stated)	97	98	108	94	87	106	93	.	100
CCCCn1cc(C(=O)C2C(C)(C)C2(C)C)c2ccccc21	126	100	98	99	87	103	111	.	118
Cn1ncc(C(=O)O)c1NN=O	112	97	87	101	78	99	96	94	82
O=C(O)C1C2c3ccccc3C(=O)C1(C(=O)O)c1ccccc12 (configuration not stated)	101	105	110	.	.	95	99	80	85
CC(C)(O)/C=C/C(=O)[C@](C)(O)[C@H]1[C@H](O)C[C@@]2(C)[C@H]3CC=C4[C@@H](C[C@H](O)C(=O)C4(C)C)[C@]3(C)C(=O)C[C@]12C	-33*	1.9*	-35*	0.2*	-53*	9.2*	-1.7*	-60*	-73*
O=PO	.	109	111	105	115	108	106	129	115
ClC1(Cl)C(c2ccccc2)N1c1ccccc1 (configuration not stated)	125	130	115	100	77	96	105	126	129
COc1ccc([As]=[As]c2ccc(OC)c(NCS(=O)(=O)O)c2)cc1NCS(=O)(=O)O (configuration not stated)	-16*	-46*	-18*	-43*	26	12	47	.	21
CCOc1c(Cl)cc(CNC(C)C(O)c2ccccc2)cc1OC (configuration not stated)	91	89	67	34	93	80	77	88	33
Cc1cccc(C(O)(C(=O)O)c2ccccc2)c1 (configuration not stated)	89	104	112	100	27	96	105	99	87
CN(C)CCC(O)c1c[nH]c2ccccc12 (configuration not stated)	102	108	105	103	71	95	110	102	93
CNC12C3C4C1C1C2C3C41C(=O)N[C@H](C(=O)N(C)[C@H](C[C@@H](OC(C)=O)c1nc(C(=O)N[C@@H](Cc2ccccc2)C[C@H](C)C(=O)OC)cs1)C(C)C)C1CC1 (some centres not stated)	23	15	26	10	36	32	23	88	21
C[C@@H]1CC[C@H]2[C@@H](C)C(=O)O[C@@H]3O[C@@]4(C)CC[C@@H]1[C@]32OO4	101	96	.	83	77	80	89	104	86
CCOc1ccc(C=C2C(=O)NC(=S)NC2=O)cc1OCC	108	109	122	100	79	101	104	113	95
Cc1c([N+](=O)[O-])cc(N)cc1[N+](=O)[O-]	101	97	104	101	82	108	103	91	68
Cc1nn[nH]n1	105	.	108	104	98	105	105	101	104
Clc1cccc(N2COOC3(OOC2)C2CC4CC(C2)CC3C4)c1	41	7.7*	92	36	-90*	76	62	76	110
O=C(O)Cc1ccccc1	97	97	106	.	88	93	100	97	101
CN1C2CC(=O)CC1C(O)C2 (configuration not stated)	92	96	106	104	83	108	101	96	72
CC1(c2ccccc2)C(=O)NC(=O)NC1=O	109	90	121	100	86	102	102	97	107
COc1cc(C2c3ccc(O)cc3Oc3nc(N)c(C#N)c(N)c32)cc(OC)c1OC (configuration not stated)	.	101	.	96	86	100	98	100	73
N#[N+]c1nc2ncnc(N)c2[nH]1	96	107	102	98	90	99	113	.	106

Overlap with the part before: 3 entries; new compounds follow.
SMILES	TK-10	786-0	RXF 393	U251	UO-31	SN12C	ACHN	CAKI-1	A498
CC1(c2ccccc2)C(=O)NC(=O)NC1=O	109	90	121	100	86	102	102	97	107
COc1cc(C2c3ccc(O)cc3Oc3nc(N)c(C#N)c(N)c32)cc(OC)c1OC (configuration not stated)	.	101	.	96	86	100	98	100	73
N#[N+]c1nc2ncnc(N)c2[nH]1	96	107	102	98	90	99	113	.	106
CCC[CH2][Sn]([CH2]CCC)([CH2]CCC)[O]C(=O)c1ccc(Cl)cc1Cl	-90*	-92*	-88*	-86*	-87*	-84*	-100*	-93*	-85*
Cc1cc(Cl)ccc1N	102	100	115	97	65	99	94	97	101
COc1cc(NCCCN=C(N)N)c2ncccc2c1	80	95	102	58	89	2.6*	100	98	74
C=COC(=O)CCN1CC1	110	110	111	101	91	102	.	.	77
CC(Br)C(=O)C(c1ccccc1)(c1ccccc1)C(C)CN1CCCCCC1 (configuration not stated)	100	95	140	105	89	99	101	99	102

Of the compounds above, three contain a cyano group.
SMILES	TK-10	786-0	RXF 393	U251	UO-31	SN12C	ACHN	CAKI-1	A498
N#Cc1c([N+](=O)[O-])no[n+]1[O-]	104	102	107	97	94	105	110	98	104
C=CC(C#N)OC(C)=O (configuration not stated)	97	98	108	94	87	106	93	.	100
COc1cc(C2c3ccc(O)cc3Oc3nc(N)c(C#N)c(N)c32)cc(OC)c1OC (configuration not stated)	.	101	.	96	86	100	98	100	73
